M1 PAM: human M1 muscarinic receptor positive allosteric modulators, primary screen, CHO-K1 cells, Fluo-8 calcium fluorescence, 1536-well. Muscarinic acetylcholine receptor M1 (Homo sapiens), P11229. CHO-K1 hM1, ACh EC20; 0% = ACh EC20, 100% = maximal ACh. activation, % at 3 µM. 360,000 tested, 0.088% active. AID 588819, 2011; in the data active = activation above about 19%, passing the limit was not always enough
Target sequence (P11229 whole entry, looked up): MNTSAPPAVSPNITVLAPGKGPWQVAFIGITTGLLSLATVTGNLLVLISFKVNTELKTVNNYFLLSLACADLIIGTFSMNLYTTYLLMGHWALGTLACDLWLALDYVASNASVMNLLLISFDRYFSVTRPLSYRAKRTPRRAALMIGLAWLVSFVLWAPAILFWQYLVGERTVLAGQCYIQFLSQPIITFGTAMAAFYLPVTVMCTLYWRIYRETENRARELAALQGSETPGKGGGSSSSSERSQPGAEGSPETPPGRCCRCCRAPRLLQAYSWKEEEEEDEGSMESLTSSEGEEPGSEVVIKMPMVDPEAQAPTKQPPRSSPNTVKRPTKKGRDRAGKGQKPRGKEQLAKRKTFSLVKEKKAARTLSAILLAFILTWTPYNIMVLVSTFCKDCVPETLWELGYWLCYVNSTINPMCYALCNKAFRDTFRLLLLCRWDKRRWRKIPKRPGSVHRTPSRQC
M1 ag: human M1 muscarinic receptor agonists, primary screen, Fluo-8 calcium fluorescence, CHO-K1 cells, HTS. Muscarinic acetylcholine receptor M1 (Homo sapiens), P11229. CHO-K1 hM1, agonist mode; 0% DMSO, 100% acetylcholine EC100. activation, % at 3 µM. 360,000 tested, 0.33% active. AID 588814, 2011;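 active = activation above the run's mean compound activation plus 3 SD, cut at about 16% in these data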;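 note: peak over basal fluorescence ratio within a 140 s kinetic read after compound addition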
M1 antag: human M1 muscarinic receptor antagonists, primary screen, CHO-K1 cells, Fluo-8 calcium fluorescence, 1536-well; CHO-K1 hM1, ACh EC80 antagonist; 360,000 tested, 1.3% active; inhibition, % at 3 µM; Muscarinic acetylcholine receptor M1 (Homo sapiens), P11229;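 active = percent inhibition above its own plate's cutoff, namely the mean of that plate's compound wells plus 3 SD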;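 note: peak over basal fluorescence ratio during 140 s after agonist addition; 0% = ACh EC80 plus DMSO and 100% = DMSO alone without agonist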
CHO parental Ca: ATP-evoked calcium signal inhibitors, parental CHO, primary screen, counter-screen for OX1R antagonist project, cell-based, fluorescence, Fluo-8 calcium dye | 330,000 tested, 0.63% active | parental CHO-K1, ATP-induced calcium, Fluo-8 fluorescence | inhibition, % at 5.6 µM;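 active = inhibition above that plate's mean sample inhibition plus 3 SD, cut at about 26% in these data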;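 note: 0% = ATP-challenged DMSO wells and 100% = DMSO wells without ATP; some compounds past the cut are filed as inactive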
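Measured by: calcium-sensitive Fluo-8 fluorescence / Test system: CHO parental line / Controls: ATP-challenged DMSO wells low, unchallenged DMSO wells high / Measure: % inhibition / Compound: single nominal dose of 5.6 µM per compound / Replicates: single well per compound, no replicates / Reagent: ATP as calcium-mobilizing challenge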
CHO-K1 Ca antag: nonselective inhibitor or artifact in parental CHO-K1 cells; ATP-induced calcium, Fluo-8 fluorescence; inhibition, % at 3 µM; 360,000 tested, 0.6% active;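 active = inhibition above a per-plate cutoff, the plate's mean sample inhibition plus 3 SD, cut at about 24% in these data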;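 note: 0% = DMSO plus EC80 ATP and 100% = DMSO alone without ATP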
TAAR1 ag: human TAAR1 agonists, primary screen, Fluo-8 calcium fluorescence, CHO RD-HGA16 cells; Trace amine-associated receptor 1 (Homo sapiens), Q96RJ0; vehicle wells 0%, saturating PEA agonist 100%; activation, % at 3 µM; 360,000 tested, 0.99% active; AID 624467, 2012;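 active = activation above the mean activation of all test compounds in the run plus 3 SD, cut at about 38% in these data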
Target sequence (Q96RJ0 whole entry, looked up): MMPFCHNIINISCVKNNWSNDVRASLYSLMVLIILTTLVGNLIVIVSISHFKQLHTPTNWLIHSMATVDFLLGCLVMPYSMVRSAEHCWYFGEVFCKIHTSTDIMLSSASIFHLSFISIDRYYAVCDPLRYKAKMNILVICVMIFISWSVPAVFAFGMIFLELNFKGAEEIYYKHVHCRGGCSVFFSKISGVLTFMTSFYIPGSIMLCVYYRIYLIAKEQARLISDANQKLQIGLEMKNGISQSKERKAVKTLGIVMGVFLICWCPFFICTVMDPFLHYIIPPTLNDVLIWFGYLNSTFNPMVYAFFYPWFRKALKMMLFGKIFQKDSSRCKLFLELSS
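Assay system – CHO-derived RD-HGA16 cells with stable Gα16 and human TAAR1 · Compound dosing – one-point dosing at 3 µM (nominal) · Incubation – 17-24 h seeding, 75 min 37 °C dye, 30 min RT · Measured by – kinetic Fluo-8 calcium fluorescence · Control set – DMSO vehicle as 0%, PEA at EC100 as 100% · Repeats – single well for each compound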
TAAR1 antag: human TAAR1 antagonists, primary screen, Fluo-8 calcium fluorescence, CHO RD-HGA16 cells | antagonist | inhibition, % at 3 µM | 360,000 tested, 1.5% active;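 active = inhibition above a per-plate cutoff, the mean inhibition of test compounds on that plate plus 3 SD, cut at about 49% in these data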;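 note: 0% = DMSO plus EC80 beta-PEA response and 100% = DMSO alone without agonist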
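Test system – hTAAR1-expressing CHO RD-HGA16 cells, Gα16-coupled · Reagent – β-PEA at EC80 concentration, post-compound challenge · Compound dosing – 3 µM, single point · Timing – 140 s kinetic read after compound, 140 s after agonist · Detection – Fluo-8 intracellular calcium dye fluorescence, real-time kinetic reads · Control set – DMSO and EC80 PEA controls · Repeats – n of 1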
M1 PAM parental: nonselective calcium activators in parental CHO-K1 cells, primary screen, counter-screen for M1 PAM project, cell-based, Fluo-8 calcium fluorescence, full deck, 1536-well | ATP EC20; 0% at ATP EC20, 100% at ATP max | activation, % at 3 µM | 360,000 tested, 0.02% active | AID 602247, 2012;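 active = activation above the run cutoff, the mean activation of all test compounds plus 3 SD, cut at about 40% in these data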;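 note: peak over basal fluorescence ratio in a 140 s read after ATP addition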
M1 ag parental: counter-screen for M1 agonists: effect in parental CHO-K1 cells | Fluo-8 calcium fluorescence; scaled to maximal ATP response, vehicle zero | activation, % at 3 µM | 360,000 tested, 0.48% active; in the data active = activation above about 15%;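 note: untransfected CHO-K1 host cells lacking M1 receptor as counterscreen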
* = called active by the depositor; · = no result given. This is a random part of the collection; any-hit rate near 4.4%.

SMILES	M1 PAM	M1 ag	M1 antag	CHO parental Ca	CHO-K1 Ca antag	TAAR1 ag	TAAR1 antag	M1 PAM parental	M1 ag parental
CC(C)CCn1cnc2c([nH]c3cccc(Cl)c32)c1=O	14.4	7.1	-24.7	-15.2	0.1	16.2	-8.9	7.9	-0.1
COc1ccccc1NC(=O)c1ccc(NC(=O)C2COc3ccccc3O2)cc1 (stereo not given)	4.9	-1.5	0.2	-7.7	-7.4	5.6	39.4	-3.5	3.7
Cc1noc(C)c1COC(=O)C1COc2ccccc2O1 (stereo not given)	4.0	-3.7	-6.9	-5.9	-11.8	2.0	-4.0	24.1	0.6
Cc1ccc2c(c1)N(CCC(=O)NC1CC1)C(=O)C(C)O2 (stereo not given)	8.0	-3.8	-4.9	-5.3	7.1	2.9	-14.9	-6.6	-0.2
Cc1nc2sc(C(c3cccs3)N3CCC4(CC3)OCCO4)c(O)n2n1 (stereo not given)	11.8	-2.2	-14.6	-7.3	-6.2	5.7	4.8	17.9	0.1
Cc1ccc(-c2[nH]nc(N)c2N=Nc2ccccc2C)cc1	16.5	1.3	-22.6	56.0*	-3.2	3.5	-10.8	13.5	-0.3
O=C(CSc1nccn1-c1ccc(Cl)cc1)N1CCCc2ccccc21	2.6	-7.3	-8.7	-19.8	-5.1	11.5	-8.3	17.4	1.9
CCC(C(=O)Nc1cccnc1)n1c(=O)[nH]c2ccccc2c1=O (stereo not given)	5.8	-1.4	-1.2	-8.8	-13.5	2.3	-14.3	27.5	4.4
O=C1CC(N2CCOCC2)=NN1c1ccc([N+](=O)[O-])cc1	6.5	3.0	-4.1	-7.7	-6.9	5.1	-21.6	17.5	0.8
CNc1c(NS(=O)(=O)c2cc(OC)ccc2OC)c(=O)oc2ccccc12	9.2	1.7	-6.8	-5.1	-8.1	2.8	-2.6	2.2	3.5
COc1ccc(CNc2nc3ccccc3n2Cc2ccc(Cl)cc2)cc1OC	1.1	-6.6	11.1	-1.9	5.4	7.3	25.2	15.2	1.2
O=C(COc1ncnc2ccccc12)N1CCN(C(=O)c2ccco2)CC1	0.8	-1.3	4.2	3.0	18.7	1.0	-6.5	-7.0	0.4
CCCc1c(C(=O)N/N=C/c2ccncc2)nnn1-c1nonc1N	9.4	0.0	-18.3	·	-9.2	1.0	-1.6	-5.4	0.2
CCCc1ccc(OCc2ccc(C(=O)OC)o2)c(OC)c1	6.9	-6.2	-13.2	-16.5	-35.4	·	·	20.0	0.3
CC(=O)Nc1ccc2nc(-c3cccs3)[nH]c2c1	10.3	0.3	-15.0	-7.5	-5.0	1.6	19.1	8.7	0.1
O=C(Nc1ccc2c(c1)CCC2)c1cccc(F)c1	0.4	-7.7	-1.0	-12.3	9.5	3.0	-8.0	-8.7	-0.7
Cc1ccc(C(=O)Nc2ccc(S(=O)(=O)N3CCOCC3)cc2)cc1C	7.9	-7.4	-13.1	14.0	-4.8	-1.0	4.8	12.0	1.3
COc1cc(/C=C2\SC(=S)N(CCC(=O)Nc3cccc(O)c3)C2=O)cc(OC)c1OC	-3.2	0.6	16.5	-10.7	-0.4	13.6	88.0*	8.9	6.5
COc1ccc(OC(C)C(=O)N(C)Cc2nc(-c3ccc(C)cc3)no2)cc1 (stereo not given)	-4.0	-6.5	0.3	-17.2	-18.0	-0.2	-7.5	10.6	7.3
COc1ccc(C(CNC(=O)c2cccc(NC(=O)c3cccs3)c2)N2CCCC2)cc1 (stereo not given)	-12.6	-7.6	20.9	-12.5	-7.0	16.6	-2.6	3.8	2.8

Some entries already given, reduced to M1 PAM, CHO parental Ca and TAAR1 antag.
molecule | M1 PAM | CHO parental Ca | TAAR1 antag
COc1ccc(OC(C)C(=O)N(C)Cc2nc(-c3ccc(C)cc3)no2)cc1 (stereo not given) | -4.0 | -17.2 | -7.5
Cc1noc(C)c1COC(=O)C1COc2ccccc2O1 (stereo not given) | 4.0 | -5.9 | -4.0
O=C(CSc1nccn1-c1ccc(Cl)cc1)N1CCCc2ccccc21 | 2.6 | -19.8 | -8.3
Cc1ccc(C(=O)Nc2ccc(S(=O)(=O)N3CCOCC3)cc2)cc1C | 7.9 | 14.0 | 4.8

(more compounds)
SMILES	M1 PAM	M1 ag	M1 antag	CHO parental Ca	CHO-K1 Ca antag	TAAR1 ag	TAAR1 antag	M1 PAM parental	M1 ag parental
COc1ccccc1NC(=O)Cn1nc(C(F)(F)F)c2c1CCCC2	6.2	-6.8	-14.3	-13.3	-8.1	9.5	1.2	15.8	0.4
COc1ccccc1CNCc1cc(OC)c(OC)cc1OC	1.6	-7.0	1.6	-21.1	-11.7	10.2	8.9	27.0	0.3
CCOc1ccc(NC(=O)CN(c2ccc(OC)c(OC)c2)S(=O)(=O)c2ccc(C)cc2)cc1	10.5	-3.2	-15.7	-22.8	-4.0	-1.6	-8.6	3.7	0.8
Cc1nn(C(C)(C)C)c(OC(=O)c2ccc3c(c2)OCO3)c1Sc1ccccc1	-6.3	-3.1	-12.8	-28.2	3.0	6.2	-12.2	1.8	0.4
O=C(c1nc2nc(-c3ccccc3)cc(C(F)(F)F)n2n1)N1CCCCC1	3.9	-4.3	-3.5	-14.0	-6.3	2.3	7.7	5.6	3.3
CCOC(=O)C1(C)CCCN(C(=O)c2ccc(F)c(Cl)c2)C1 (stereo not given)	8.1	-7.1	-14.9	·	-0.9	0.2	10.5	2.5	0.3
CC(=O)N1CCc2ccc(S(=O)(=O)Nc3ccccc3Cl)cc21	6.7	-3.4	1.8	-1.0	-2.4	2.3	15.8	6.9	6.9
CC(=O)OC1CCC2(C)C(CCC3C2CC(=NO)C2(C)C(C(C)OC(C)=O)CCC32)C1 (stereo not given)	-9.3	-0.6	-4.2	·	-4.8	-1.6	-3.4	-13.8	-0.7
Cc1cc(NC(=O)NC(=O)c2cccc(OC(F)(F)C(F)F)c2)n[nH]1	-1.1	-6.3	-3.2	-3.4	-3.6	5.5	-6.2	2.4	-0.2
O=C(C1CCOCC1)N1CCC(CO)(CCc2ccccc2)CC1	4.2	-7.0	-7.7	-22.2	1.9	3.2	15.6	4.7	0.6
CC1CCN(c2nc3nonc3nc2N2CCC(C)CC2)CC1	3.2	-5.9	-3.7	-23.0	-1.1	13.6	-4.0	-3.7	0.0
C[C@H](CO)N1C[C@H](C)[C@H](CN(C)S(C)(=O)=O)Oc2c(cccc2N(C)C)C1=O	-1.2	-1.4	6.0	-1.9	2.5	9.5	18.9	-17.9	-0.1
N#Cc1c(N)nc2c(c1-c1cccc(O)c1)CCCCCC2	-8.2	-8.6	7.1	-18.8	4.5	6.0	13.4	-0.8	2.0
Cc1ccc2c(c1)CCCN2C(=O)c1c(C)noc1C	8.2	-2.3	-10.7	-6.1	-13.3	1.8	1.4	2.5	0.2
CCCCN(C(=O)CSc1nnc(Nc2ccc(C)c(C)c2)s1)c1c(N)n(Cc2ccccc2)c(=O)[nH]c1=O	5.8	-4.1	-14.7	-29.5	-18.7	7.5	-21.9	13.2	0.9
CCOc1ccc(Cc2nn[nH]n2)cc1	8.2	-1.4	-27.2	-7.7	4.4	6.9	6.6	8.6	0.1
CCOC(=O)CSCC(=O)N1N=C(c2cccs2)CC1c1ccc(F)cc1 (stereo not given)	-4.3	-12.4	-1.5	-10.3	-4.2	0.9	-22.7	18.3	0.8
CC(=O)Nc1ccc(N=Cc2c(O)c3ccccc3oc2=O)cc1	-0.7	-2.9	3.8	·	-11.4	-0.9	1.3	-4.9	0.4
COc1ccccc1CNC(=O)Cn1ccc2cc(S(=O)(=O)N3CCCC3)ccc21	1.8	-4.0	0.9	-4.0	-10.2	6.8	-5.5	11.4	2.7
Cc1cc(S(=O)(=O)Nc2ccc(C(=O)NCc3cccnc3)cc2)ccc1F	16.7	-2.8	-10.3	-8.7	20.6	0.8	-21.2	-5.2	-0.5
Nc1cc(CN2C(=O)c3ccccc3C2=O)cc(Cl)c1O	5.2	-2.4	-14.1	-16.9	-19.7	7.0	-14.6	6.1	0.8
COc1cccc(N2CC(C(=O)Nc3c(C)cccc3C)CC2=O)c1 (stereo not given)	0.1	-4.3	1.6	-12.5	-1.9	0.1	1.4	12.3	0.6
CCN(C(=O)N1CCOCC1)c1ccccc1	6.9	-2.8	-14.7	-9.7	-4.1	13.0	-13.6	-1.9	-0.3
CC(C)(CO)Nc1nc(Nc2ccccc2)nc(Nc2ccccc2)n1	5.8	0.1	-4.5	-23.2	0.6	3.0	15.0	8.7	1.5
CCC1Nc2ncnc(N3CCOCC3)c2N(Cc2ccccc2)C1=O (stereo not given)	10.1	-4.7	-11.9	-12.9	-12.2	10.9	6.8	20.4	1.2
C=CCn1c(NCc2cc(C)ccc2O)nc2ccccc21	4.0	-2.0	-17.5	-13.3	-5.3	2.1	-15.5	17.6	3.3
Cc1cccc(NC(=O)c2ccc(OC3CSC3)cc2)c1	2.5	-7.2	-8.5	7.8	-8.6	0.1	2.4	11.6	1.8
COC(=O)CCC(=O)OC1(C)C(=O)C=C2C=C(C3CC3)N(CCCCO)C=C2C1=O (stereo not given)	6.3	-3.7	-6.6	-10.7	-3.9	13.8	-13.6	5.2	0.2
CCOC(=O)/C(C#N)=C/c1ccc(OC(=O)c2ccco2)c(OCC)c1	8.8	-3.8	-9.4	-11.1	-1.8	2.1	-3.8	25.6	0.6
CC12CCC(C1)C(C)(C)C2OC(=O)c1ccccc1C(=O)O (stereo not given)	5.0	-2.8	-8.5	-0.5	-6.7	-0.5	-7.8	6.4	0.3
Cc1noc(C)c1C(=O)NC(C)c1ccc(Cl)cc1Cl (stereo not given)	3.4	-3.4	-27.9	-1.5	-20.8	1.2	0.9	22.8	0.4
CC(C)(C)c1ccc(-c2nnc(SCC(=O)O)n2N)cc1	14.9	-5.8	-9.4	-1.2	-8.4	1.6	17.9	15.7	-0.2
CC1(C)CC2(CC(C)(C(=O)CSc3nc4ccccc4s3)OC2=O)C(=O)O1 (stereo not given)	-3.1	-2.9	8.3	-15.4	7.9	13.0	-2.4	-11.0	5.6

Quoted at random: two entries already listed, in no set order.
SMILES	M1 PAM	M1 ag	M1 antag	CHO parental Ca	CHO-K1 Ca antag	TAAR1 ag	TAAR1 antag	M1 PAM parental	M1 ag parental
CCN(C(=O)N1CCOCC1)c1ccccc1	6.9	-2.8	-14.7	-9.7	-4.1	13.0	-13.6	-1.9	-0.3
Cc1nn(C(C)(C)C)c(OC(=O)c2ccc3c(c2)OCO3)c1Sc1ccccc1	-6.3	-3.1	-12.8	-28.2	3.0	6.2	-12.2	1.8	0.4
